hcGAS inh: human cGAS inhibition; Q8N884; AID 1259398; inhibition, % at 12.5 µM; 290,000 tested, 0.081% active; recombinant h-cGAS, ATP depletion, Kinase-Glo luminescence;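 also: 0% = vehicle reaction and 100% = reaction without DNA for no activity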
Target sequence (Q8N884 whole entry, looked up): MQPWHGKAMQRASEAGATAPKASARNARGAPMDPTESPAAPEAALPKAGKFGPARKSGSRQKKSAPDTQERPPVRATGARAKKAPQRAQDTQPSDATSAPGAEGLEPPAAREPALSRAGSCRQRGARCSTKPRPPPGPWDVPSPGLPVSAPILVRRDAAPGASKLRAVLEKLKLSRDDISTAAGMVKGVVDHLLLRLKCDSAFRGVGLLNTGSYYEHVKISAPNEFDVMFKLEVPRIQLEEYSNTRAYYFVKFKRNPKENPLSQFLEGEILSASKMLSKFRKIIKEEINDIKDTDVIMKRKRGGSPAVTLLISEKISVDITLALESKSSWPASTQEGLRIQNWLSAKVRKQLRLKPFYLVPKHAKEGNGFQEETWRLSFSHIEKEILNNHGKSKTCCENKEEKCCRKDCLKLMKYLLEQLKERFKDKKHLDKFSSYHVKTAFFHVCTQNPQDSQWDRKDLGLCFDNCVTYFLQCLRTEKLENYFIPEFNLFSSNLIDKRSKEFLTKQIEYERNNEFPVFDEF
NPYLR7 agonist: mosquito NPYLR7 agonism; HEK293T NPYLR7/Galpha15, GCaMP6s calcium fluorescence; activation, % at 10 µM; 270,000 tested, 0.15% active; AID 1259423; in the data active = activation above about 40%;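 also: 0% = vehicle and 100% = reference agonist at the receptor; some compounds past the cut are filed as inactive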
mcGAS lum: blocks mouse cGAS activity; recombinant cGAS, Kinase-Glo ATP depletion luminescence; inhibition, % at 12.5 µM; 160,000 tested, 0.15% active; Q8C6L5;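 also: 0% = negative control wells and 100% = reference inhibitor with no enzyme activity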
The depositor's hits bear a star. Rule as the data show it, unless noted: active = inhibition above about 40%; inactive = the rest.

Screening COc1ccc(NC(=O)Nc2cc(-c3cn4nc(OC)ccc4n3)ccc2C)c(OC)c1 returned hcGAS inh -7, NPYLR7 agonist 0 and mcGAS lum -10.
For CC1C(=O)N(c2ccccc2-c2ccccc2)CCN1C(=O)c1ccc(F)cc1 (stereo not given) the results were hcGAS inh 3, NPYLR7 agonist 1 and mcGAS lum 0.
Cc1ccc(-c2nc(CN(C)Cc3cccc4ccccc34)c(C)o2)o1 was read as hcGAS inh -6, NPYLR7 agonist 5 and mcGAS lum -10.
`O=C(Nc1cc(-c2cc3ccccc3o2)[nH]n1)C1CC1` gave hcGAS inh 4 and NPYLR7 agonist 2.
Cc1cc2c(cc1C)OC(C(=O)Nc1n[nH]c(-c3ccoc3)n1)C2 (stereo not given) was read as hcGAS inh -6 and NPYLR7 agonist 0.
`O=S(=O)(NCc1ccccc1)NCc1ccc(-c2ccccn2)s1` gave hcGAS inh -7 and NPYLR7 agonist 0.
COCCNC(=O)C(NC(=O)c1ccc(F)cc1)C1CCN(C(=O)c2cccs2)CC1 (stereo not given) was read as hcGAS inh -8, NPYLR7 agonist 5 and mcGAS lum -5.
`O=C1CC(C(=O)N2C[C@@H]3[C@H](C2)[C@H]2CC[C@@H]3O2)c2cc(F)ccc2N1` (stereo not given in full) gave hcGAS inh -2 and NPYLR7 agonist -1.
`Cc1cc(=O)[nH]c(NN=C(CC(C)C)CC(C)C)n1` gave hcGAS inh -2, NPYLR7 agonist 1 and mcGAS lum -1.
For CCOC(=O)Nc1nc(CC(=O)NCCn2nc(-c3ccco3)ccc2=O)cs1 the results were hcGAS inh -4 and NPYLR7 agonist 1.
CC1CCN(S(=O)(=O)NCc2ccc3c(c2)OCCO3)CC1 was read as hcGAS inh -5, NPYLR7 agonist 12 and mcGAS lum -7.
Screening COc1cc(/C=C/c2ncc(C(=O)O)s2)cc(Cl)c1OC returned hcGAS inh -15, NPYLR7 agonist 5 and mcGAS lum -5.
Screening CCc1ncc2c(n1)CN(C(=O)c1cccc3cc(C)oc13)C2 returned hcGAS inh -1 and NPYLR7 agonist 4.
CCn1c(CC2CCN(C(=O)CCN3CCCCO3)CC2)nn(C)c1=O was read as hcGAS inh -5 and NPYLR7 agonist 1.
`CCOc1ccc(OCCCOc2ccc([N+](=O)[O-])cc2)cc1` gave hcGAS inh -14 and NPYLR7 agonist 11.

Next part (two carried over from the part before).
CCn1c(CC2CCN(C(=O)CCN3CCCCO3)CC2)nn(C)c1=O was read as hcGAS inh -5 and NPYLR7 agonist 1.
`CCOc1ccc(OCCCOc2ccc([N+](=O)[O-])cc2)cc1` gave hcGAS inh -14 and NPYLR7 agonist 11.
COc1ccc(CC(N)c2csc(Nc3cnccn3)n2)cc1 (stereo not given) was read as hcGAS inh -5 and NPYLR7 agonist 7.
`CC(C)CC(=O)N1CCSC12CCN(C(=O)c1cc(Cl)cc(Cl)c1)CC2` gave hcGAS inh -1, NPYLR7 agonist 11 and mcGAS lum -5.
Cc1ccc(-c2cc3c(=O)n(Cc4nc(-c5ccc(OC(C)C)cc5)oc4C)ccn3n2)cc1 was read as hcGAS inh -3, NPYLR7 agonist -1 and mcGAS lum -6.
For CN(C)c1cc[nH]c(=S)c1C#N the results were hcGAS inh -4, NPYLR7 agonist 2 and mcGAS lum -6.
Screening Cc1nn(CC(=O)NC2CCCC2)c(=O)c2c1cnn2-c1ccccc1 returned hcGAS inh -5 and NPYLR7 agonist 9.
Screening Cc1cccc(Cn2cnc3c(nnn3Cc3ccc(Cl)cc3)c2=O)c1 returned hcGAS inh -6 and NPYLR7 agonist 7.
`Cc1onc(-c2ccccc2Cl)c1C(=O)Nc1ccc(Oc2ccccc2)cc1` gave hcGAS inh -2, NPYLR7 agonist 3 and mcGAS lum -6.
CC(=O)[C@@H]1[C@@H](c2ccccc2I)C(C#N)(C#N)[C@H]2C=Cc3ccccc3N12 was read as hcGAS inh -3 and NPYLR7 agonist 14.
Screening Cc1nn(C)c(Cl)c1[C@@H]1C[C@H]2CN(CCc3ccccc3)C(=O)[C@]23CCCN13 returned hcGAS inh -6 and NPYLR7 agonist 11.
Cc1ccc(C(=O)c2c(N)c(C#N)c3ccccn23)cc1 was read as hcGAS inh -10, NPYLR7 agonist -1 and mcGAS lum -8.
CCC(NC(=O)Cc1ccccc1)C1c2cc(OC)c(OC)cc2CCN1Cc1ccccc1F (stereo not given) was read as hcGAS inh -10, NPYLR7 agonist 5 and mcGAS lum -6.
`CN(C)CCNC(=S)Nc1ccccc1C(C)(C)C` gave hcGAS inh -9 and NPYLR7 agonist 3.
`Cc1c(-c2ccccc2F)[nH]c2ccc(CNC(=O)C(C)n3ccnc3)cc12` (stereo not given) gave hcGAS inh 1 and NPYLR7 agonist -2.
`COc1ccc(OC)c(S(=O)(=O)NCCn2nc(-c3ccccc3)ccc2=O)c1` gave hcGAS inh -6, NPYLR7 agonist -1 and mcGAS lum -8.
For O=C1c2ccccc2C(=O)c2cc(Sc3ccccc3)ccc21 the results were hcGAS inh -2, NPYLR7 agonist 0 and mcGAS lum -7.
For O=C(c1ccc(Br)cc1)N1CCN(S(=O)(=O)c2ccc(F)cc2F)CC1 the results were hcGAS inh -4, NPYLR7 agonist -5 and mcGAS lum -8.
Screening CN(Cc1ccc(F)c2cccnc12)CC1CCN(CCO)CC1 returned hcGAS inh -5 and NPYLR7 agonist 3.
`Cc1cccc(N=c2oc3cc(O)ccc3cc2C(N)=O)c1` gave hcGAS inh 4, NPYLR7 agonist 9 and mcGAS lum 1.
Screening CCOc1cc2c(cc1-c1nccn1CCc1cnc[nH]1)CCC2 returned hcGAS inh -1 and NPYLR7 agonist 12.
`C=CCC(Nc1ccccc1)c1ccco1` (stereo not given) gave hcGAS inh -1 and NPYLR7 agonist -2.
For O=C1N(CC2CCC2)CCCC1(O)CN1CCCOCC1 (stereo not given) the results were hcGAS inh -13, NPYLR7 agonist 18 and mcGAS lum -14.
`Cn1c(CN(Cc2ccncc2)Cc2ccc(F)cc2)nc2ccccc21` gave hcGAS inh -4, NPYLR7 agonist -19 and mcGAS lum 0.
CCOc1cc(C(=O)Nc2ccc(F)cc2)cc(Cl)c1O was read as hcGAS inh -12, NPYLR7 agonist 5 and mcGAS lum -5.
For COCCn1c(C(=O)Nc2ccccc2SC)cc2c(=O)n(C)c(=O)n(C)c21 the results were hcGAS inh -7, NPYLR7 agonist 0 and mcGAS lum -9.
O=C(Cn1c2ccccc2c(=O)c2ccccc21)Nc1cccnc1Cl was read as hcGAS inh -5 and NPYLR7 agonist 0.
`O=C(CN1C(=O)CSC(c2ccccc2F)c2c(-c3ccccc3)nn(-c3ccccc3Cl)c21)NCC1CCCO1` (stereo not given) gave hcGAS inh -3, NPYLR7 agonist 17 and mcGAS lum -5.
For COC(=O)c1ccc(Cn2cnc3c(nnn3-c3ccc(Br)cc3)c2=O)o1 the results were hcGAS inh -3, NPYLR7 agonist -5 and mcGAS lum -4.
`c1ccc(-c2nc(-c3cnccn3)n[nH]2)nc1` gave hcGAS inh -6, NPYLR7 agonist 2 and mcGAS lum -8.
`O=C1NC(c2cnc(-c3cccs3)s2)Nc2ncccc21` (stereo not given) gave hcGAS inh -9, NPYLR7 agonist -1 and mcGAS lum -13.
CC(C)Oc1ccc(S(=O)(=O)N2CCCCC2)cc1NC(=O)c1ccc(C#N)cc1 was read as hcGAS inh -9 and NPYLR7 agonist 7.
For CC1=NOC(C(=O)Nc2cc(C)ccc2NC(=O)C2CCCCC2)C1 (stereo not given) the results were hcGAS inh -3, NPYLR7 agonist 9 and mcGAS lum -17.
CCCN(C(=O)C(C)S(C)(=O)=O)C(CC)c1ccccc1 (stereo not given) was read as hcGAS inh -5 and NPYLR7 agonist 7.
Screening Cn1c(=O)c2c(-c3ccccc3)n(CC(N)=O)cc2n(C)c1=O returned hcGAS inh -4 and NPYLR7 agonist -7.
For N#Cc1ccc(N2CCC(OC(=O)CC(C3CC3)C3CC3)C2=O)cc1 (stereo not given) the results were hcGAS inh -5 and NPYLR7 agonist 0.
`COC(=O)Nc1ccc2[nH]cc(CCNC(C)=O)c2c1` gave hcGAS inh -1 and NPYLR7 agonist -11.
`CCCc1ccc(CN2CCN3C(=O)CN(C)C(=O)C3C2)o1` (stereo not given) gave hcGAS inh -5 and NPYLR7 agonist 1.
CCN(CC)C(=O)Oc1ccc2c(ccn2Cc2cc(C)cc(C)c2)c1NC(=O)c1cc(F)ccc1Cl was read as hcGAS inh -7, NPYLR7 agonist -2 and mcGAS lum -7.
For CCc1ccsc1C(=O)Nc1ccccc1Sc1nncs1 the results were hcGAS inh -1, NPYLR7 agonist -3 and mcGAS lum 2.
Screening CCN(CC)C(=O)NC[C@@H]1CCN(C(=O)C2(C)CCCCC2)C[C@H]1O returned hcGAS inh -14 and mcGAS lum -6.
`CCc1cc(N2CCN3CCN(C)CC3C2)nc(N2CCOCC2)n1` (stereo not given) gave hcGAS inh -7 and NPYLR7 agonist 8.
Screening CC(Cn1cncn1)C(=O)NCc1cccnc1-n1cnc2ccccc21 (stereo not given) returned hcGAS inh -1 and NPYLR7 agonist 17.
For O=C(Nc1nc(-c2cc([N+](=O)[O-])cs2)cs1)c1nc2ccccc2s1 the results were hcGAS inh 7 and NPYLR7 agonist -2.
COc1cccc(C2CC(=O)C3C(=Nc4nc(C(F)(F)F)nn4C3c3ccc(Cl)cc3)C2)c1 (stereo not given) was read as hcGAS inh -5, NPYLR7 agonist -4 and mcGAS lum -6.
CCCCc1ccc(C(=O)N2CCC(C(=O)NC3CCCC[C@H]3NC(=O)c3ccccc3C)CC2)cc1 (stereo not given in full) was read as hcGAS inh -8, NPYLR7 agonist 22 and mcGAS lum -7.
`CCCCc1ccc(C(=O)N2CCN(C(=O)CCN3CCc4sccc4C3c3ccccc3)CC2C)cc1` (stereo not given) gave hcGAS inh -6, NPYLR7 agonist 14 and mcGAS lum -4.
CC1CN(c2ncnc3c2cnn3CCNC(=O)C(C)(C)C)CC(C)O1 (stereo not given) was read as hcGAS inh -10, NPYLR7 agonist -2 and mcGAS lum -6.
Screening CCC(C)N(Cc1ccc(OC)c(OS(=O)(=O)C(C)C)c1)C(=O)Nc1ccccc1OC (stereo not given) returned hcGAS inh 0, NPYLR7 agonist 12 and mcGAS lum -7.
Screening CC(=O)NCCNC(=O)C1(C)Cc2c(-c3ccc(NC(C)=O)cc3)ccnc2O1 (stereo not given) returned hcGAS inh -5, NPYLR7 agonist -7 and mcGAS lum -5.
`COc1cc(-c2nc3ccc(Br)cn3c2NC(C)(C)CC(C)(C)C)ccc1OS(=O)(=O)c1ccc(F)cc1` gave hcGAS inh -3 and mcGAS lum -5.
For O=C(Nc1ccc2oc(C(F)(F)F)nc2c1)N(Cc1ccccn1)C1CC1 the results were hcGAS inh -15 and NPYLR7 agonist -7.
CCc1c(C(=O)N2CCC3(CCCN(CCOC)C3=O)C2)[nH]c2ccccc12 (stereo not given) was read as hcGAS inh 2 and NPYLR7 agonist 2.
CN(Cc1ccccc1)C1CCCN(C(=O)CN2C(=O)c3ccccc3C2=O)C1 (stereo not given) was read as hcGAS inh -6 and NPYLR7 agonist 7.
`Cc1c(C)n2c3c(=O)n(Cc4ccccc4)c(=O)n(C)c3nc2n1C1CCCCC1` gave hcGAS inh -5, NPYLR7 agonist 10 and mcGAS lum -9.
`O=C(CCc1ccsc1)NCC1CCC2(CC1)OCCO2` gave hcGAS inh 1 and NPYLR7 agonist -4.
Screening CC(C)c1ccc(N2CC(c3nc(-c4ccccn4)no3)CC2=O)cc1 (stereo not given) returned hcGAS inh -3 and NPYLR7 agonist 9.
For Cc1ccc(CNC(=O)c2c(C)noc2-c2ccccc2Cl)o1 the results were hcGAS inh 1, NPYLR7 agonist -1 and mcGAS lum 2.
For COc1cccc2cc(C(=O)Nc3c(C)n(C)n(-c4ccccc4)c3=O)c(=O)oc12 the results were hcGAS inh -3, NPYLR7 agonist 1 and mcGAS lum -6.

7 structures already listed, sorted by count of non-hydrogen atoms, lowest first.
`O=C(CCc1ccsc1)NCC1CCC2(CC1)OCCO2` gave hcGAS inh 1 and NPYLR7 agonist -4.
For Cc1ccc(CNC(=O)c2c(C)noc2-c2ccccc2Cl)o1 the results were hcGAS inh 1, NPYLR7 agonist -1 and mcGAS lum 2.
Screening CC(C)c1ccc(N2CC(c3nc(-c4ccccn4)no3)CC2=O)cc1 (stereo not given) returned hcGAS inh -3 and NPYLR7 agonist 9.
For O=C(Nc1ccc2oc(C(F)(F)F)nc2c1)N(Cc1ccccn1)C1CC1 the results were hcGAS inh -15 and NPYLR7 agonist -7.
CN(Cc1ccccc1)C1CCCN(C(=O)CN2C(=O)c3ccccc3C2=O)C1 (stereo not given) was read as hcGAS inh -6 and NPYLR7 agonist 7.
For COc1cccc2cc(C(=O)Nc3c(C)n(C)n(-c4ccccc4)c3=O)c(=O)oc12 the results were hcGAS inh -3, NPYLR7 agonist 1 and mcGAS lum -6.
`COc1cc(-c2nc3ccc(Br)cn3c2NC(C)(C)CC(C)(C)C)ccc1OS(=O)(=O)c1ccc(F)cc1` gave hcGAS inh -3 and mcGAS lum -5.
